Screens as filed in PubChem.
Anthrax LF inh2 = Bacillus anthracis LF protease inhibitors, primary screen, biochemical, multiplex microsphere, MLPCN library; Lethal factor (Bacillus anthracis), P15917; multiplex microsphere protease cleavage assay; inhibition, % at 10 µM; actives 0.12% (n = 360,000); AID 588501, 2011; also: plate controls were buffer without enzyme for full effect and enzyme alone for no effect
PfHsp40 yeast = rescue of yeast from PfHsp40 toxicity, primary screen, S. cerevisiae, ATP luminescence; S. cerevisiae expressing PfHsp40, growth rescue; growth rescue, % at 12.5 µM; actives 0.68% (n = 340,000); AID 504582, 2011; in the data active = growth rescue above about 28%, passing the limit was not always enough; inconclusive = no clear call, values can overlap the other calls;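 also: yeast W303a lacking pdr1 and pdr3 grown in galactose medium; growth measured after three days at 30 °C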
PrPC TRFRET = inhibitors of human cell surface prion protein PrPC, primary screen, cell-based, TR-FRET; Major prion protein (Homo sapiens), P04156; TR-FRET read-out; inhibition, % at 13.8 µM; actives 0.43% (n = 370,000); AID 720596, 2013; in the data active = inhibition above about 24%; also: 0% = median of the test wells and 100% = reference compound wells
BoNT-A LC inh2 = BoNT/A light chain protease inhibitors, primary screen, biochemical, flow cytometry, MLPCN library | multiplex microsphere protease substrate cleavage | actives 0.17% (n = 360,000) | inhibition, % at 10 µM; also: plate controls were buffer without enzyme for full effect and enzyme alone for no effect
BoNT-F LC inh = BoNT/F light chain protease inhibitors, primary screen, biochemical, flow cytometry, MLPCN library. Multiplex microsphere protease cleavage assay. inhibition, % at 10 µM. actives 0.22% (n = 360,000); in the data active = inhibition above about 35%, passing the limit was not always enough; inconclusive = no clear call, values can overlap the other calls; also: plate controls were buffer without enzyme for full effect and enzyme alone for no effect
TcdB inh = TcdB glycohydrolase inhibitors, primary screen, biochemical, single point, plate reader. Toxin B (Clostridioides difficile), P18177. TcdB glycohydrolase enzymatic assay. inhibition, % at 9.99 µM. actives 0.24% (n = 350,000); in the data active = inhibition above about 10%
Target sequence (P18177 whole entry, looked up): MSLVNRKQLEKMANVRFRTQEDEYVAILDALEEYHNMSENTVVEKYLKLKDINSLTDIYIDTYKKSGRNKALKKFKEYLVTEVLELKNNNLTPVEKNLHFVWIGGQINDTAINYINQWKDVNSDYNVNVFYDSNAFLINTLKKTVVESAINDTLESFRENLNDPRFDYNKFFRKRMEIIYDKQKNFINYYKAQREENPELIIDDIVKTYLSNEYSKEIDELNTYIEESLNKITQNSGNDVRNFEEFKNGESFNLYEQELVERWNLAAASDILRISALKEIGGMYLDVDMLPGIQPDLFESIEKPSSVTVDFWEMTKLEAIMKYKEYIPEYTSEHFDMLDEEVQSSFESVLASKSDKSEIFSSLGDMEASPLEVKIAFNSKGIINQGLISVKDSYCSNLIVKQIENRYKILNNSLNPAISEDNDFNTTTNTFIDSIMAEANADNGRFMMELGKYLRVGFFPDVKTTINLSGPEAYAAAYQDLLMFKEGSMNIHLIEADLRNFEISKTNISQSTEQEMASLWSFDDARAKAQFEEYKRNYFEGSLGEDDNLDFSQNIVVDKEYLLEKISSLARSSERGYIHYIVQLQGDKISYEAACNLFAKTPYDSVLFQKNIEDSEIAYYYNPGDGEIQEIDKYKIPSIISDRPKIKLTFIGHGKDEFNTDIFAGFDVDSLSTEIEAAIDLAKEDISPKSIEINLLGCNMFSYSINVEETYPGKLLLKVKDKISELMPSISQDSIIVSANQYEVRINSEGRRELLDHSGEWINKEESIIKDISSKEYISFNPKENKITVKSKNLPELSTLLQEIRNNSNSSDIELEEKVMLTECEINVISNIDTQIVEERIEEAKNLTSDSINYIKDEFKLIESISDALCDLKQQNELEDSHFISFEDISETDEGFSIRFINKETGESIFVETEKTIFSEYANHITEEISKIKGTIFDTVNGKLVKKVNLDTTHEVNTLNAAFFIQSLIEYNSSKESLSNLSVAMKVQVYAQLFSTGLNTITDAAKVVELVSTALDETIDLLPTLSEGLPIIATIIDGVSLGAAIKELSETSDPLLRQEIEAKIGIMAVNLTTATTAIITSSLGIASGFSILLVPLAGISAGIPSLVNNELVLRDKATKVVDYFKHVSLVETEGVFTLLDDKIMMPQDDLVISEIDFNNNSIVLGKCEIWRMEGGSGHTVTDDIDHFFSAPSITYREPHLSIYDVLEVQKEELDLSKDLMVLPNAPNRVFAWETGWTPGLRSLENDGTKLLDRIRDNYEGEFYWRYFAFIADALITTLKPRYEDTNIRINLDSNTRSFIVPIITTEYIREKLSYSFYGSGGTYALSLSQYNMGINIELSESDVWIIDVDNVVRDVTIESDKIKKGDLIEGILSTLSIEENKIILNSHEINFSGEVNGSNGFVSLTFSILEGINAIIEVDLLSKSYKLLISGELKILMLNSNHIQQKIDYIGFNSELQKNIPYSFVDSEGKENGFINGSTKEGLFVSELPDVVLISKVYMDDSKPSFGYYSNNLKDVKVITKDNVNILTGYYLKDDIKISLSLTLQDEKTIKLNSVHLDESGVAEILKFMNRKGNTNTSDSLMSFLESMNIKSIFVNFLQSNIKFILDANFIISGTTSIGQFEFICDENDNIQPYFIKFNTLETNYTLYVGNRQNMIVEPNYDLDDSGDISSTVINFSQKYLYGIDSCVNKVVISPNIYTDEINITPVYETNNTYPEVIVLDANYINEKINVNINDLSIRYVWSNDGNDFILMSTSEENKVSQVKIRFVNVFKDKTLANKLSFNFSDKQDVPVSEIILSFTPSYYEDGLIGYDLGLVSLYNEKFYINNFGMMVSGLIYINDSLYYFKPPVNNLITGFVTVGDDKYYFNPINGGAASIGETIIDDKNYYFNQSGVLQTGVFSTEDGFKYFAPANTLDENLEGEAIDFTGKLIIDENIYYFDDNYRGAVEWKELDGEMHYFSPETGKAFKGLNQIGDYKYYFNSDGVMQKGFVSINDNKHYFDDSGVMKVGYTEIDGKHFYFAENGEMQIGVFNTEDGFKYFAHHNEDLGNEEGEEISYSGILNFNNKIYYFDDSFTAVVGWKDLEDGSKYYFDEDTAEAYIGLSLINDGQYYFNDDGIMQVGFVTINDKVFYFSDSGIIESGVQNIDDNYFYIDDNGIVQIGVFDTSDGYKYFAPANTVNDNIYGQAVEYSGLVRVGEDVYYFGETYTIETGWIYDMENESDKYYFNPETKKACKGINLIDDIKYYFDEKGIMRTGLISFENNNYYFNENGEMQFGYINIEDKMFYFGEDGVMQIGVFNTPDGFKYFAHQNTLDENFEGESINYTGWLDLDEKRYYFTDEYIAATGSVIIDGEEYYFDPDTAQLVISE
FadD28 binding = inhibitors of FadD28 bisubstrate probe binding, primary screen, biochemical, fluorescence polarization, single point; AID 588549, 2011; inhibition, % at 12.5 µM; actives 0.22% (n = 360,000); in the data active = inhibition above about 8.5%, passing the limit was not always enough; inconclusive = no clear call, values can overlap the other calls
CCHFV vOTU inh = CCHFV vOTU protease inhibitors, primary screen, biochemical, Pep-AMC substrate, fluorescence. inhibition, % at 11.5 µM. actives 0.55% (n = 370,000). AID 651958, 2012; in the data active = inhibition above about 30%; also: 0% = vehicle wells with enzyme and 100% = no enzyme wells
Y pestis TopoI = Yersinia pestis topoisomerase I inhibitors, primary screen, biochemical, cleavage product accumulation, plate reader, single point | Y. pestis Topo-I cleavage product accumulation | activity, % at 10 µM | actives 0.064% (n = 360,000); in the data active = activity above about 50%, passing the limit was not always enough; inconclusive = no clear call, values can overlap the other calls; also: inactives centre near 2
The depositor's hits bear a star; ? = inconclusive; / = no result given; & = joins results of further samples. Rule as the data show it, unless noted: active = inhibition above about 30%; inconclusive = no clear call, values can overlap the other calls; inactive = below that.

SMILES	Anthrax LF inh2	PfHsp40 yeast	PrPC TRFRET	BoNT-A LC inh2	BoNT-F LC inh	TcdB inh	FadD28 binding	CCHFV vOTU inh	Y pestis TopoI
COc1ccc(CNC(=O)CN2C(=O)NC3(CCCc4sccc43)C2=O)cc1OC (configuration not stated)	-2	0.2	-4	2.2	1	7.3	-4.3	14	-1
COc1cccc(C(O)c2ncc(-c3cccc4ccccc34)[nH]2)c1 (configuration not stated)	-5	/	-3	-0.2	-1	0.2	-4.7	-8	8
COc1cccc(C#Cc2ccc3c(c2)O[C@H](CN(C)C)[C@@H](C)CN([C@@H](C)CO)S3(=O)=O)c1	-3	/	-1	0.7	-5	1.7&0.9&-0.1	-6.6	1	0
O=C(COc1cccc(-n2cnnn2)c1)Nc1ccc([N+](=O)[O-])cc1	2	0.9	0	-0.2	4	0.5	-0.5	-6	0
CCN=C1S/C(=C\c2cn(C(C)=O)nc2-c2ccccc2)C(=O)N1CC	1	0.4	-3	0.9	-1	/	-2.0	6	5
CCNC(=O)NC(=O)C(C)OC(=O)c1cc(S(=O)(=O)N2CCCCCC2)ccc1OC (configuration not stated)	-4	0.3	6	-0.7	1	/	0.2	4	-1
O=C(O)c1ccc(-c2ccc(/C=N/Nc3ccc([N+](=O)[O-])cc3)o2)cc1	3	1.2	0	-1.2	?	-0.4	-0.1	-3	-16
CC1Cc2ccccc2N1C(=O)CSc1ncc(-c2ccc(F)cc2)n1C (configuration not stated)	1	1.0	11	0.9	1	0.9	-4.3	6	3
CC(C)c1nnc(NC(=O)CCCC(=O)O)s1	-2	-1.1	-1	0.2	-4	/	-3.4	-2	-3
Cc1cnc(C(=O)Nc2ccccc2-c2ccc(C)o2)cn1	-8	0.6	-24	-1.5	4	/	-0.2	8	5
CCCCNCC(=O)Nc1ccc(NC(=O)CNCCCC)cc1	-3	1.0	-4	-2.7	-52	/	0.3	19	-9
O=C(/C=C/c1ccccc1)Nc1ccc(Cl)cn1	-3	-0.3	7	-0.7	-5	2.1	-1.9	2	-1
CC(NC(=O)C1CCCN1S(=O)(=O)c1cccc2cccnc12)c1ccccc1 (configuration not stated)	-4	-0.3	-5	0.6	-3	1.0	-1.6	-1	6
CCn1nnc(C(=O)O)c1C(=O)O	-5	-1.3	-1	?	-4	/	0.3	-9	10
COc1cc(/C=C/C(=O)O)ccc1OCc1cnc(Cl)s1	1	-0.5	0	-1.2	0	2.9	-2.1	-4	-1
Nc1ccccc1C#CC(=O)c1ccccc1	11	16	-3	1.5	-17	0.0	-2.3	-6	2
CCn1ccnc1C(O)c1cccc2ccccc12 (configuration not stated)	11	-1.2	10	-0.1	?	0.3	-0.5	1	10
Cc1ccc(-c2cc(C(=O)N/N=C/c3c(C)nn(C)c3C)c3ccccc3n2)c(C)c1	0	2.4	3	0.6	-25	/	0.1	-4	3
O=C(CNC(=O)c1ccco1)NCC(=O)OCc1ccccc1Cl	12	-1.8	3	0.2	-4	0.0	-0.1	0	10
Cc1ccc(S(=O)(=O)CCC(=O)OCC(=O)Nc2cccc(S(=O)(=O)N3CCCCC3)c2)cc1	2	/	-5	0.8	12	-0.1	1.7	-1	6
Cc1ccc(N(C(=O)Cn2nnc3ccccc32)C(C(=O)NC2CCCCC2)c2cn(C)nc2C)cc1 (configuration not stated)	-2	-0.2	-3	?	-9	1.2	-0.9	-14	-4
COc1cc(OC)c(NC(=O)[C@@H]2CCC(=O)N2C2OC(=O)c3c2ccc(OC)c3OC)cc1Cl (some centres not stated)	6	-0.4	7	-0.1	-19	0.8	-0.6	-3	7
CC(=O)Nc1c2c(nn1-c1ccccc1C)CS(=O)(=O)C2	-8	-0.8	6	0.8	12	0.9	2.2	10	-2
Cc1ccsc1C(=O)N1CCCC(CCC(=O)NCc2ccccc2F)C1 (configuration not stated)	2	37*	6	-0.2	0	-2.1	-1.4	20	1
CC(=O)NCCC(=O)Nc1nc(-c2ccccc2Cl)cs1	1	-0.1	-6	-0.5	0	1.2	-3.7	-10	-10
Brc1cccc(Nc2nc(-c3cccnc3)cs2)c1	0	1.5	7	4.0	?	0.3	-1.4	-1	-6
CCCCN(C)CCNC(=O)c1cc(-c2cccnc2)nc2ccc(S(=O)(=O)N3CCC(C)CC3)cc12	-1	-0.4	-2	-0.1	-5	0.7	-2.2	11	10
COCCNc1nc(SCC(=O)N2CCN(c3ccccc3)CC2)nc2ccccc12	-3	0.1	-11	0.2	0	/	-0.8	-6	26
CCOC(=O)N1CCN(C(=O)c2ccc(CS(=O)c3ccccc3)o2)CC1 (configuration not stated)	-2	-1.0	-4	-4.6	-14	2.0	-0.4	-10	-2
CCOc1ccc(S(=O)(=O)NCCC(=O)N2CCN(C(C)=O)CC2)cc1	-4	/	-1	0.1	-1	0.3	-0.3	-6	-1
COc1ccccc1N(C(=O)c1ccco1)C(C(=O)NC1CCCC1)c1ccncc1 (configuration not stated)	-2	-0.8	-1	0.5	0	3.2	-0.1	-2	6
COCCNC(=O)C1CC(c2ccc(C(F)(F)F)cc2)=NO1 (configuration not stated)	-2	-0.4	3	0.7	3	-0.6	1.6	1	3
O=c1c(O)c(-c2cc(O)c(O)c(O)c2)oc2cc(O)cc(O)c12	-12	7.7	-12	-2.6	-20	-14	14*	16	-21
COc1ccc(N2CCN(S(=O)(=O)c3c(C)n(C)c(=O)n(C)c3=O)CC2)cc1	-2	-1.3	0	0.5	-5	0.3	-3.9	25	-1
Cc1cccc(NC(=O)CCc2ccccc2)c1	-5	-1.0	9	-0.7	3	0.2	-0.3	5	-3
COc1ccc(-c2nc(C)sc2CC(=O)O)cc1	-1	-0.5	4	0.5	-12	/	-1.4	4	-7
COC(=O)c1cn(C(=O)c2ccc(Br)o2)c2ccccc12	-3	1.5	9	0.7	-4	/	-0.5	6	19
CCOC(=O)c1cc(-c2ccccc2)n(CC(=O)O)c1C	0	-1.0	8	-0.2	-14	/	-1.9	16	1
O=C(O)c1cc([N+](=O)[O-])ccc1C(=O)Nc1cccc([N+](=O)[O-])c1	6	-1.5	0	4.6	?	2.6	0.4	1	5
CCN(Cc1nc2ccccc2c(=O)[nH]1)C(=O)c1cccc(OCc2c(C)noc2C)c1	-3	-0.2	-2	0.3	-8	-1.3	-0.3	-3	22
C=CCn1c(C)nc2c(sc3nc4c(cc32)COC(C)(C)C4)c1=O	-13	2.0	0	-1.0	-7	2.3	-1.6	-4	2
Cc1cc(C)c2c(N)c(C(=O)NC3CCCC3)sc2n1	-10	4.9	-8	-0.1	2	1.3	-1.6	-17	-6
CCCCC(=O)N1CCN(c2nc3ccc(F)cc3s2)CC1	0	0.7	-3	1.9	2	1.5	0.5	-3	16
CN(CC(=O)NC(=O)NCc1ccccc1)Cc1ccc(Cl)c(Cl)c1	-1	4.0	3	1.2	-4	/	-0.9	15	-7
Cn1nc(C(F)(F)F)c(-c2cccc(C(F)(F)F)c2)c1NC(=O)CSCC(=O)O	1	-1.9	-4	-0.1	?	-0.4	-1.6	-1	1
O=C1N=C(N2CCOCC2)S/C1=C\C=C/c1ccccc1	-8	0.6	-9	0.2	2	/	-0.8	13	3
CCOc1ccc(CCNC(=O)CCC(=O)N2CCOc3ccc(C)cc32)cc1OCC	-5	0.1	-4	0.6	1	1.5	-5.5	2	-9
Cn1c(CNC(=O)CNC(=O)c2cccc(F)c2)cc(=O)n(C)c1=O	0	0.4	1	1.6	16	-0.3	-1.2	-5	-6
CC(C)C(NS(=O)(=O)c1cccc(C(F)(F)F)c1)C(=O)N1CCc2ccccc2C1 (configuration not stated)	4	-0.8	10	-1.9	-13	-0.6	-3.1	20	14
CS(=O)(=O)/C(C#N)=C/c1c(-c2ccccc2)nc2n1CCS2	/	-0.2	-9	/	/	0.4	-0.9	-6	6
Cc1ccc2c(C(=O)CN3CCCC3)c(C)[nH]c2c1	-2	-0.3	0	0.1	15	/	-1.2	-3	3
CCOC(=O)Cn1ccc(NC(=O)COc2ccc(F)cc2)n1	-1	0.6	-11	1.0	8	0.0	-1.0	3	3
O=C(CN1C(=O)C2C3c4ccccc4C(c4ccccc43)C2C1=O)N1CCOCC1 (configuration not stated)	-10	-0.8	6	2.4	13	/	-2.0	-6	1
Nc1cc2nc[nH]c2cc1N	-16	-0.2	-6	-0.3	-69	0.9	-0.8	-16	-19
COc1ccc(N/N=C/c2c(O)n(-c3ccc(C)c(C)c3)c(=O)[nH]c2=O)cc1	0	1.8	-9	-0.4	-4	/	-1.0	-2	-9
CC(C)C1Cc2c(C#N)c(N)sc(=S)c2CO1 (configuration not stated)	47*	-0.2	-9	72*	0	/	-0.9	13	-11
Nc1ncnc(Nc2ccccc2C(F)(F)F)n1	0	1.6	-1	0.2	-8	/	-0.5	12	-4
CN(C)[C@@H](CO)c1nnc([C@H](Cc2ccc(O)cc2)NC(=O)C2CCNCC2)o1	0	-0.7	3	-0.1	-7	0.2	-3.0	2	9
O=C(/C=C/c1ccc(Cl)cc1)c1ccc([N+](=O)[O-])o1	7	?	1	-0.2	0	-0.2	0.4	2	0
COc1ccc(C(=O)CCC(=O)Nc2cccnc2)cc1OC	11	1.3	-2	-2.8	-7	-0.7	/	6	4

Next part.
SMILES	Anthrax LF inh2	PfHsp40 yeast	PrPC TRFRET	BoNT-A LC inh2	BoNT-F LC inh	TcdB inh	FadD28 binding	CCHFV vOTU inh	Y pestis TopoI
C/C=C(\C)CN1CCC(Oc2cc(C(=O)NC3CC3)ccc2OC)CC1	9	-1.3	-7	0.3	0	-2.2	0.8	0	-4
CC(C)N1CCc2c(sc(NC(=O)Cc3ccccc3)c2C(N)=O)C1	-6	1.3	-3	0.0	-6	1.6	-1.2	-5	7
COc1ccc(C2C(C#N)=C(N)Oc3cc(C)n(Cc4ccco4)c(=O)c32)cc1 (configuration not stated)	4	-1.8	-7	1.9	-13	/	1.4	-7	-3
O=C(Nc1nccs1)c1ccc2c(=O)n3c(nc2c1)CCCCC3	-1	1.1	0	-0.3	-6	/	-2.2	-8	3
CSc1nc(N)c(C(=O)N(c2ccccc2)c2ccccc2)s1	-8	/	-14	0.0	-2	-0.8	1.9	10	32
O=C(C1CC(=O)N(C2CCCC2)C1)N1CCC(Cc2ccccc2)CC1 (configuration not stated)	-3	-0.4	12	-0.6	-1	-0.5	-2.2	-4	32
COCCNc1cc(C)c(C#N)c2nc3ccccc3n12	-4	-0.2	-7	1.2	7	/	0.8	-163	-4
c1cc2c(cn1)cnc1cscc12	-3	-1.0	-14	0.0	-5	0.8	-0.9	-7	-2
